West Nile virus CPE: West Nile virus antiviral activity, cell-based, CPE readout (AID 1621) | actives 0.02% (n = 290,000) | West Nile virus-infected cells, CPE inhibition; higher % means a stronger effect | one-dose CPE inhibition, % at 10 µM; IC50 in µM for titrated hits; in the data active = a potency from the dose series; inconclusive = CPE inhibition mostly from about 3.7% at the one dose, without a potency; inactive = the rest, 99 in 100 with CPE inhibition below about 2.2%; also: strong numbers were not always called active
Myeloid diff MLP: induction of myeloid progenitor differentiation, primary screen, cell-based, flow cytometry, MLPCN library | AID 624256, 2012 | actives 1% (n = 360,000) | calls only at 10 µM | ER-HoxA9 myeloid progenitors, lysozyme-GFP differentiation;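 active = normalized GFP-positive differentiation at or above the plate's own cutoff, the solvent-only control mean plus 3 SD; inconclusive = no clear call, values can overlap the other calls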;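 also: cells exposed to compound for four days before flow analysis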
Autophagy HCS: autophagy modulators in MEF cells, primary screen, imaging, high-content, MEF GFP-LC3; actives 0.98% (n = 190,000); calls only at 10 µM (by protocol); MEF GFP-LC3 puncta imaging; test concentration mostly 10 µM;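 active = percentage of spot-positive cells more than 3 SD above its plate mean, without a fluorescence outlier flag or 80% toxicity; inconclusive = no clear call, values can overlap the other calls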;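 also: spot-positive cell cutoff set from DMSO-treated cells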
WT yeast gro inh: growth inhibition of WT strain, primary screen, mitochondrial fusion inhibitor project, WT and mutant strains, chemical genetic | actives 2.1% (n = 190,000) | mitochondrial fusion phenotypic screen | inhibition, % at 10 µM | AID 1362, 2008; in the data active = inhibition above about 58%; tested in S. cerevisiae
b-catenin transl: modulators of beta-catenin nuclear translocation, primary screen, imaging, HeLa cells, immunofluorescence, high-content | nuclear translocation activity, % at 5 µM | actives 0.3% (n = 190,000);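 active = nuclear translocation activity above 50% at 5 µM, with a well cell count of 50 or more; inconclusive = wells under 50 cells across six images, flagged as toxic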;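 also: per-cell ratio of nuclear to cytoplasmic median beta-catenin stain intensity; plate controls were DMSO negative control for no effect and GSK-3 inhibitor IX positive control for full effect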
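test system = HeLa cells, endogenous beta-catenin | dosing = single 5 µM dose plus 0.02–20 µM confirmation series | times = compound treatment 24 h, 37°C, 5% CO2 | technique = beta-catenin immunofluorescence imaging with DAPI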
Lipid droplet: inhibitors of hepatocyte lipid droplet formation, primary screen, imaging, high-throughput imaging, BODIPY stain; inhibition, % at 6.5 µM; AML12 mouse hepatocytes, oleate lipid droplets; actives 0.4% (n = 240,000);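 active = lipid droplet intensity inhibited by at least 50%, with more than 500 cells counted; inconclusive = wells with under 300 cells, treated as cytotoxic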
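Assay system: AML12 hepatocytes (mouse) / Also added: 100 µM oleic acid challenge / Times: overnight treatment with compound plus oleate / Detection: high-content imaging of BODIPY-stained droplets and DAPI nuclei / Evaluation: % inhibition of lipid droplet signal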
T cell modulator: modulators of CD8 T cell-vesicle binding, primary screen, mouse 2C CD8+ T cells, flow cytometry. calls only at 7 µM. 2C CD8+ T cell-vesicle binding; hits give low values. actives 0.068% (n = 330,000);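 active = response, share of CD8 T cells binding vesicles, and their 90th percentile fluorescence all below set limits, cut at about 80% in these data, passing the limit was not always enough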
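Test system: purified 2C TCR transgenic mouse naive CD8+ T cells. Probe or stimulus: QL9-peptide-loaded Drosophila micro-vesicles bearing Ld, ICAM-1 and B7-1. Incubation: binding step 1.5 h, 37 °C, antibody labelling 20 min, ice. Measured by: flow cytometry of vesicle-bound cells.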
Insulin prom up: insulin promoter activators in MIN6 cells, imaging, high-content screening, mouse beta cells | z-score at 5 µM | actives 0.3% (n = 190,000) | MIN6 insulin promoter-GFP reporter; hits give high values;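 active = z-score above 3 at 5 µM with at least 500 cells counted in the well; inconclusive = wells under 500 cells, flagged as cytotoxic or low count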
MT stabilize HCS: microtubule stabilizers in HeLa cells, primary screen, imaging, high-content imaging. AID 2205, 2009. HeLa tubulin immunostaining HCS, 24 h; share of cells brighter than vehicle mean+2SD. actives 0.83% (n = 200,000). % tubulin-high responders, % at 10 µM;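 active = plate Z-score above 3 for both tubulin-high and condensed-nucleus cell shares, with cell loss under 80%, at 10 µM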;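 also: anti alpha tubulin signal scored within the nucleus-defined area of each cell; some results filed as inactive read as strong as hits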
WT yeast gro inh mutant strain: further read-out of WT yeast gro inh, marked with its call; inhibition, %; mitochondrial fusion phenotypic screen, mutant strain inhibition
Insulin prom up cell count: second read-out of Insulin prom up, no call of its own (marks repeat the call); cell count; measured here: cytotoxicity, nuclei count;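 total cells summed across four imaged fields per well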
Lipid droplet cells 6.5 µM: recorded beside Lipid droplet, whose call it bears; cell count; measured here: cell count, cytotoxicity flag;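 cells counted across two imaged fields per well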
b-catenin transl cell count 5 µM: also measured in b-catenin transl; calls as there; cell count; measured here: cell count, cytotoxicity flag
T cell modulator vesicle-bound %: also measured in T cell modulator; calls as there; double positive events, %; measured here: CD8+ vesicle-bound cell fraction;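 binding gate set so that unloaded-vesicle control wells show 10% double positive cells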
MT stabilize HCS Hoechst-high %: further read-out of MT stabilize HCS, marked with its call; % Hoechst-high responders; measured here: nuclear condensation Hoechst responders;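 share of cells brighter than vehicle mean plus two SD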
MT stabilize HCS cytotoxicity %: recorded beside MT stabilize HCS, whose call it bears; toxicity, %; measured here: cytotoxicity by cell density;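 0% = mean cell density of plate MIN control wells and 100% = no cells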
Autophagy HCS cell loss 18 h: also measured in Autophagy HCS; calls as there; toxicity, %; measured here: cell loss, nuclei count;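 cell loss after 18 h compound exposure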
Myeloid diff MLP GFP+ MAC1+ %: also measured in Myeloid diff MLP; calls as there; GFP+ MAC1+ double positive, %; measured here: differentiation confirmed by MAC1 staining
An asterisk follows results filed as active; i = inactive; u = inconclusive; x = no result given.

smiles	West Nile virus CPE	Myeloid diff MLP	Myeloid diff MLP GFP+ MAC1+ %	Autophagy HCS	Autophagy HCS cell loss 18 h	WT yeast gro inh	WT yeast gro inh mutant strain	b-catenin transl	b-catenin transl cell count 5 µM	Lipid droplet	Lipid droplet cells 6.5 µM	T cell modulator	T cell modulator vesicle-bound %	Insulin prom up	Insulin prom up cell count	MT stabilize HCS	MT stabilize HCS Hoechst-high %	MT stabilize HCS cytotoxicity %
Cc1cc(=O)oc(C)c1C(=O)NCc1ccco1	0.7%	i	0.1	i	18.8	15.1	7.0	-0.2	1265	x	x	i	40.3	0.26	1468	2.1	1.0	5.7
CCOC(=O)C1(Cc2ccccc2C)CCCN(S(C)(=O)=O)C1 (stereo unspecified)	-0.5%	i	0.3	x	x	x	x	x	x	-12.0	790	i	54.1	x	x	x	x	x
CCOC(=O)c1cc2c3ccccc3n(CC)c2nc1N	x	i	0.4	i	-5.2	4.3	-3.0	-0.5	1329	x	x	i	60.8	0.61	1409	2.9	1.6	3.2
CCn1c(C(=O)N2CCCC(C(=O)O)C2)cc2sccc21 (stereo unspecified)	0.2%	i	0.4	i	-5.3	-10.6	-6.7	-1.4	1149	-6.1	706	i	23.2	x	x	2.3	2.9	9.2
CC(=O)OC1C(OC(C)=O)N(C(C)=O)C(=O)N1C(C)=O (stereo unspecified)	0.4%	i	0.6	i	2.7	-5.0	-12.4	-7.2	952	x	x	i	33.6	0.03	1242	4.9	3.7	6.1
N#Cc1c(Cn2cncn2)nc(=O)n(-c2ccc(Cl)cc2)c1N	0.6%	i	0.4	i	-25.6	11.5	9.4	-2.7	1081	-3.8	681	i	34.6	0.47	1633	4.2	1.3	5.7
COc1ccc2nc(/C=N/NC(=O)CCCCCNC(=O)OC(C)(C)C)ccc2c1	0.7%	i	0.3	x	x	x	x	2.3	1304	30.8	739	i	30.9	x	x	x	x	x
CCC1CCCCN1C(=O)COc1cc(=O)n(C)c2ccccc12 (stereo unspecified)	0.8%	i	0.5	i	5.0	2.6	4.9	x	x	x	x	i	57.1	0.3	932	3.9	1.1	10.5
Cc1cccc(C)c1NC(=O)NC1(C(=O)NCC2CCCO2)CCCCC1 (stereo unspecified)	-0.3%	i	1.4	x	x	x	x	x	x	4.6	781	i	13.8	x	x	x	x	x
COc1ccccc1C(CC(=O)Nc1ccc(Cl)cc1)c1ccc(OC(C)C)cc1 (stereo unspecified)	-0.7%	i	1.1	i	11.3	10.2	-3.0	-1.3	931	-6.9	588	i	9.0	-0.17	2291	3.5	3.3	6.0
O=C(CNS(=O)(=O)c1ccccc1)OCC(=O)c1cccc([N+](=O)[O-])c1	-0.2%	i	1.9	i	-3.8	-14.3	15.9	0.2	1153	-10.1	647	i	42.8	-0.22	1364	2.6	2.1	4.7
O=C(O)c1cc(-c2ccc(/C=N/Nc3ccc(Cl)cc3)o2)ccc1Cl	-0.1%	i	0.8	i	-20.0	62.5*	57.6*	-0.6	1423	x	x	i	11.9	0.48	1612	1.5	1.4	8.2
CCCCN(C)C(=O)C1CCN(CCCc2ccccc2)CC1	x	i	0.5	i	-3.4	5.4	4.0	-1.4	1135	4.7	742	i	48.5	-1.45	861	6.4	3.9	1.2
COC(=O)c1c(NC(=O)Nc2ccc(Cl)cc2)sc(C)c1C	x	i	0.5	i	-0.6	-10.7	-0.9	0.9	1230	-1.1	699	i	35.3	-0.86	914	1.5	0.6	10.0
Cc1ccc(S(=O)(=O)N2CCOCC2)cc1C(=O)NCc1cccnc1	0.2%	i	1.0	i	-10.8	11.5	8.5	2.5	1010	0.7	777	i	12.4	0.24	898	1.6	1.5	1.8
COC(=O)c1oc2ccccc2c1NC(=O)CN1CCCC1	0.1%	i	3.2	i	-8.7	-9.7	0.9	1.1	1096	x	x	i	22.6	0.24	1302	8.1	1.7	8.3
COc1ccccc1OCC(=O)NCC1CCCCC1	0.1%	i	0.5	i	-2.6	-0.7	11.2	-0.4	992	14.4	591	i	41.6	-0.2	1004	3.7	2.1	7.7
Cc1nc(NC(=O)c2ccco2)sc1C(=O)Nc1ccc(Br)cc1	0.1%	i	1.6	i	15.6	0.7	2.1	-0.4	1391	x	x	i	32.9	-0.12	1536	6.4	4.4	4.9
Cc1ccccc1NC(=O)COC(=O)C1(C)CC1(Cl)Cl (stereo unspecified)	0.0%	i	0.4	i	-2.2	0.3	-10.2	-2.2	1013	5.9	681	i	48.3	0.73	1253	3.9	2.3	8.9
COc1cc(OC)c(C(=O)N/N=C/c2ccoc2)cc1OC	0.7%	i	3.7	x	x	x	x	x	x	-0.9	788	i	7.4	x	x	x	x	x
CCN(Cc1nc(-c2ccc(OC)cc2)no1)C(=O)c1ccc2c(c1)OCO2	-0.3%	i	2.0	x	x	x	x	x	x	0.7	804	i	40.0	x	x	x	x	x
O=C(N/N=C\c1ccc(Cl)cc1Cl)c1sccc1-n1cccc1	0.1%	i	0.7	i	13.0	14.2	30.6	x	x	x	x	i	41.2	x	x	2.6	2.1	8.2
Fc1ccc(Br)cc1/C=N/N1CCN(c2ccccc2)CC1	0.5%	i	0.4	x	x	x	x	x	x	-3.5	827	i	39.1	x	x	x	x	x
COc1ccc(C(=O)Nc2ccc(S(=O)(=O)Nc3nccc(C)n3)cc2)cc1OC	0.5%	i	0.7	i	-7.9	-5.6	1.6	0.6	1150	2.0	788	i	29.7	1	795	1.7	2.4	13.0
C=CCCC(=O)Nc1nc(C)c(-c2csc(Nc3cc(OC)ccc3OC)n2)s1	2.5%	u	x	i	21.6	25.0	57.4	70.2*	403*	x	x	i	38.6	-2.58	964	31.0*	38.0*	37.7*
CS(=O)(=O)Cc1ccc(C(=O)N2CCCC2c2cccs2)cc1 (stereo unspecified)	0.6%	i	3.2	x	x	x	x	x	x	-2.2	868	i	21.5	x	x	x	x	x
O=Cc1ccc(OCC(=O)NC(=O)NC2CCCCC2)cc1	0.6%	i	0.9	i	4.6	6.7	7.4	-4.6	1123	-1.2	783	i	28.5	0.34	841	1.8	1.4	6.9
COc1ccc(C(=O)c2c(C)c3ccccc3n2CC(O)CNC(C)C)cc1 (stereo unspecified)	u	i	0.2	i	1.8	-4.8	-18.0	x	x	-5.4	689	i	60.0	-0.6	1131	4.9	3.7	14.7
O=C(COC(=O)/C=C/c1ccc([N+](=O)[O-])cc1)NCc1ccccc1	-0.4%	i	0.3	i	3.2	-9.5	-16.4	-4.4	541	-0.1	630	i	36.7	1.16	1256	3.3	3.4	7.0
COc1cccc(C(=O)Nn2c(C)nnc2-n2nc(C)cc2C)c1	0.4%	i	0.7	i	-7.8	-14.0	-5.0	-3.0	1285	-1.1	772	i	25.2	0.11	1210	3.0	2.1	7.0
CCOc1cc(S(=O)(=O)N2CCCCC2)ccc1F	1.0%	i	0.6	i	16.8	-3.3	-16.4	3.7	1145	-4.0	767	i	14.0	0.07	946	3.3	2.3	8.3
O=C(/C=C/c1ccccc1)NC(=S)Nc1ccc2c3c(cccc13)CC2	0.3%	i	0.6	i	-0.2	3.4	15.1	-0.5	1037	1.4	574	i	25.0	0.2	1371	2.8	1.8	6.5
CC(C)NS(=O)(=O)c1ccc(CCC(=O)N2CCCC2)cc1	0.8%	i	0.2	i	12.2	-12.1	-14.1	-0.8	1468	-2.4	673	i	56.2	0.58	1468	3.7	1.3	8.8
CC(C)c1ccc(NC(=O)N2CCOCC2)cc1	-0.2%	i	0.3	x	x	x	x	x	x	2.3	820	i	57.1	x	x	x	x	x

Screening results: PubChem BioAssay, several laboratories
